Arrestin-AP2 inh – blocks beta-arrestin peptide binding to AP2 adaptin; FITC-arrestin peptide / GST-AP2 beads, flow cytometry; AP2 beta2 appendage carries R879A mutation; inhibition, % at 10 µM; actives 0.31% (n = 340,000); AID 504490;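 active = inhibition above a set limit, near 3 SD of compounds lacking own fluorescence, cut at about 54% in these data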;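 also: plate controls were DMSO wells for no effect and 5 µM unlabelled arrestin peptide for full effect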
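Assay system: GST-AP2 R879A bound to glutathione beads, E. coli-expressed; Medium: PBS with 0.05% Tween 20 and 0.1% BSA; Also added: fluorescein-tagged arrestin peptide at 50 nM final; Timing: 12 min plus 1 h, RT; Measured by: flow cytometry, FL1 (488/535 nm); Evaluation: percent drop in bead-associated FITC signal.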
Keap1 Nrf2 FP – Keap1-Nrf2 (human) interaction inhibition; actives 0.15% (n = 340,000); AID 504523; inhibition, % at 9.4 µM; Keap1 Kelch-Nrf2 peptide fluorescence polarization, 1536-well; Q14145; in the data active = inhibition above about 12%;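 also: human Keap1 Kelch domain with fluorescein labeled Nrf2 9mer peptide probe; 0% = neutral control wells and 100% = peptide positive control; higher means more block of Keap1 binding to Nrf2 peptide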
NSD2 inh – NSD2 (human) methyltransferase inhibition. NSD2 peptide methylation, AlphaScreen, 120 min. inhibition, % at 12.5 µM. actives 0.54% (n = 310,000); in the data active = inhibition above about 50%
DSG3 Ab inh – human desmoglein-3 autoantibody binding inhibition; AID 588358; actives 0.48% (n = 310,000); P32926; binding (percent of control), % at 10 µM; DSG3-coupled beads, scFv-anti-DSG3-GFP binding, flow cytometry; active compounds read low;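 active = binding more than 3 SD below its plate's average and above zero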;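 also: hits lower antibody fragment binding to DSG3; some compounds called inactive have numbers as strong as hits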
Target sequence (P32926 whole entry, looked up, the tested form may be a part): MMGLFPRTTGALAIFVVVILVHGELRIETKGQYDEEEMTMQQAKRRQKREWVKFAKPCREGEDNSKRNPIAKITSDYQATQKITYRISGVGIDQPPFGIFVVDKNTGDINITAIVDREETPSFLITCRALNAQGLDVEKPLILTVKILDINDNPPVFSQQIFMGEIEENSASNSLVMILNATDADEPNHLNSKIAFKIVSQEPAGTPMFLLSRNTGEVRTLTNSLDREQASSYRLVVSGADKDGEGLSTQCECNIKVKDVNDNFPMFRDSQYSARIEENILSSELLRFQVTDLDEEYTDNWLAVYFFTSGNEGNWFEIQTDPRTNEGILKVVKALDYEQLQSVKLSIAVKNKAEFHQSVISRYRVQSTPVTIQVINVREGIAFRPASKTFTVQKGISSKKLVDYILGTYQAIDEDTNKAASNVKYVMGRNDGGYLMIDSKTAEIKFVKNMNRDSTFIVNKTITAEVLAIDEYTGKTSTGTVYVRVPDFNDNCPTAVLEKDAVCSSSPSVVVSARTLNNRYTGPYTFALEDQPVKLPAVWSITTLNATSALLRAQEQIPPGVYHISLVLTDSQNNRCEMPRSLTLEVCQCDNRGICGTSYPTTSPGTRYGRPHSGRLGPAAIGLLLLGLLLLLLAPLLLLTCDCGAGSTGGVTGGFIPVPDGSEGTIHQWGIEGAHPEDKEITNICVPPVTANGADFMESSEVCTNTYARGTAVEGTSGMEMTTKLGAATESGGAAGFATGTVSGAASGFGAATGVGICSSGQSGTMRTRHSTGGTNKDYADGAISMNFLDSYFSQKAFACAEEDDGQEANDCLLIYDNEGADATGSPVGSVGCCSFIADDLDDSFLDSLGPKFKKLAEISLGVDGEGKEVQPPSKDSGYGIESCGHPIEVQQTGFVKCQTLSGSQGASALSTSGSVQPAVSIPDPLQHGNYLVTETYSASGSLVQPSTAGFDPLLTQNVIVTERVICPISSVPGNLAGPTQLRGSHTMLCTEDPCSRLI
CAL PDZ FP-1 – blocks peptide binding to the human CAL PDZ domain; purified CAL PDZ, TMR-peptide fluorescence polarization, 1 h; inhibition, % at 24.9 µM; actives 0.92% (n = 300,000); AID 602252;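 active = mean inhibition of at least 30% with at least half of replicates also reaching 30%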;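 also: 0% = DMSO neutral control and 100% = excess unlabeled competitor peptide PRC23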
Cardiac RTF inh – cardiac RTF calcium desensitization; actives 0.12% (n = 340,000); P19429+P45379; IANBD-labeled cardiac RTF, Ca2+ fluorescence; inhibition, % at 7.15 µM;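 active = inhibition above the mean inhibition of all tested compounds plus 3 SD, cut at about 17% in these data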;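 also: assay run at fixed EC70 calcium of 1.6 mM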
CAL PDZ FP-2 – blocks peptide binding to human CAL PDZ domain | Q9HD26 | purified CAL PDZ, TMR-peptide fluorescence polarization, 1 h | inhibition, % at 20 µM | actives 0.02% (n = 330,000) | AID 504414;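 active = highest replicate inhibition of at least 40%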;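 also: plate controls were DMSO neutral control wells for no effect and unlabeled competitor peptide control wells for full effect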
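material = purified tagged CAL PDZ domain construct (CerCALP) | buffer or medium = sodium phosphate/NaCl buffer pH 7.4 with TCEP, IgG, Thesit | reagent = TMR-labelled reporter peptide T*-PRC34 bound in PDZ groove | incubation = 1 h room-temperature incubation prior to read | measured by = fluorescence polarization (mP) | evaluation = percent inhibition from loss of millipolarization | control set = unlabelled peptide and DMSO controls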
C-LANA FP – blocks KSHV LANA C-terminal domain binding to DNA | MBP-C-LANA/FAM-LBS DNA binding, fluorescence polarization | inhibition, % at 9 µM | actives 0.078% (n = 340,000);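 active = highest replicate inhibition at or above 60% at 9 µM, even if other replicates fall short; inactive = all replicates below 60% inhibition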;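 also: 0% = neutral control wells and 100% = 4 µM acridine orange control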
DAGLB inh – blocks human DAGLB lipase activity | AID 504411 | inhibition, % at 5.17 µM | HEK293T DAGLB membrane lysate, EnzChek fluorogenic substrate | actives 0.059% (n = 340,000) | Q8NCG7; in the data active = inhibition above about 34%;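 also: 0% = enzyme with vehicle and 100% = wells lacking enzyme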
V-ATPase pH – alters yeast V-ATPase proton transport; AID 504577; response, % at 10 µM; actives 0.37% (n = 350,000); S. cerevisiae, pHLuorin cytosolic pH fluorescence; in the data active = response mostly above about 7.3%, no sharp cut-off; inactive = mostly below about 5.4%; also: actives read high; inactives centre near 0; some compounds called inactive have numbers as strong as hits
* = called active by the depositor; x = not tested or not shown. Not all compounds are listed; rates above refer to the full screens.

structure,DSG3 Ab inh,DAGLB inh,Keap1 Nrf2 FP,CAL PDZ FP-2,V-ATPase pH,NSD2 inh,Arrestin-AP2 inh,Cardiac RTF inh,C-LANA FP,CAL PDZ FP-1
CN(O)/C=C1\C(=O)Nc2ccccc21,101,1,1,-0.6,-1,-4,0,-9,0.5,-6
Cc1cc(C(=O)N=Nc2c(O)n(C(C)C)c3ccccc23)n[nH]1,113,2,-3,-1.4,-2,3,-5,-11,-0.4,-5
CC(=O)OC[C@H]1COc2ccc3ccccc3c2[C@H]1N(C)C(C)=O,97,0,-3,-2.9,2,1,4,-8,1.3,0
CNC(=O)COC(=O)/C=C/c1c(C)nn(-c2ccccc2)c1C,82,0,-3,-1.8,-4,-2,4,-21,2.4,3
O=c1c([N+](=O)[O-])c[nH]c2ccccc12,97,-1,-4,-2.4,3,0,5,-22,2.1,-2
Nc1cccc2c1C(=O)N(Cc1cccc(Cl)c1)C2=O,99,-4,3,3.4,2,26,32,-10,0.9,-3
Cc1ccc(CNC(=O)CSc2nnc3c(n2)[nH]c2ccc(F)cc23)cc1,100,0,-2,0.6,-3,-3,17,-9,-0.9,-4
CCc1cc(C)cc(OCCNC(=O)c2cncc(Br)c2)c1,106,-4,-1,x,-3,-2,0,3,-1.4,-6
CCc1ccc2oc(=O)cc(CN3CCCCC3)c2c1,111,-5,-1,0.5,0,0,26,-4,-3.4,-4
Cc1ccc(S(=O)(=O)N[C@H](C(=O)N2CCC(C(=O)NCC(=O)O)CC2)C(C)C)cc1,113,5,-4,-0.9,3,-7,14,3,3.0,-1
Cc1cccc(NC(=S)c2nc3ccccc3s2)c1,106,5,-3,-1.3,-2,-4,1,-7,1.5,-3
CCOC(=O)c1ccc(Nc2cc(C)nc3ncnn23)cc1,100,-2,-4,x,3,-7,-4,-5,-0.2,3
CN(CC(=O)Nc1ccc(N2CCOCC2)cc1)CC(=O)Nc1ccc(C(F)(F)F)cc1,120,0,-3,-0.6,7,2,-15,-9,-1.5,-3
CCCCC(=O)Nc1c(O)c2ccccc2[nH]c1=O,112,-1,-1,1.8,0,-2,4,-7,-0.5,-1
CC(=O)Nc1ccc(S(=O)(=O)N(C)CC(=O)OC(C)C(=O)NC2CCCCC2)cc1 (configuration not stated),101,2,1,-1.8,-3,0,0,-11,-1.4,-7
CC(C)COc1ccc(C(=O)NC(=S)Nc2ccc(CN3CCOCC3)cc2)cc1,83,0,-5,-2.7,-1,-1,103*,1,-1.5,-6
Oc1oc(-c2ccco2)nc1C=Nc1ccccc1,79,12,-2,-1.1,3,8,11,-4,-1.2,-1
Cc1cc(C)nc(N2CCN(c3nnnn3-c3ccccc3)CC2)n1,104,-2,-1,-3.5,-6,-2,-1,-4,0.8,-4
O=C(Nc1ccc(Br)cc1)C1CC(O)CN1C(=O)Oc1ccccc1 (configuration not stated),106,-4,1,-0.8,-8,-6,-5,-2,-0.2,-1
OCC1(Cc2ccccc2C(F)(F)F)CCN(Cc2cccc3cnccc23)CC1,114,-1,-4,0.3,0,-1,11,-14,-0.8,-4
Cc1c(C(=O)N/N=C/c2cccnc2)sc(=S)n1C,95,0,-2,-1.1,-3,-3,-5,1,1.1,0
O=C(O)CCc1nn2c3ccccc3nc2n(Cc2ccccc2)c1=O,101,0,-3,x,0,-2,3,-6,-0.7,3
CC(c1ccco1)N(C(=O)Nc1ccc(Cl)cc1)c1ccccn1 (configuration not stated),100,-3,-6,-0.7,x,-4,-14,1,0.0,0
Brc1ccc2[nH]c3c(NCc4ccccn4)ncnc3c2c1,98,x,x,x,1,2,-7,x,x,x
CCN1CCCC1CNC(=O)C(=O)Nc1ccccc1OC (configuration not stated),108,-3,2,-2.2,1,2,-2,7,0.4,-2
COc1cc(S(=O)(=O)N(Cc2ccc(C)cc2)C2CCCCC2)ccc1-n1cnnn1,103,-8,-2,0.1,1,16,2,-20,2.7,-4
COc1ccc(C(=O)c2cnc[nH]2)cc1,94,x,-1,0.1,1,-2,1,x,-0.1,x
COc1ccc(CNC(=O)COC(=O)c2nc3nc(C)cc(C)n3n2)cc1,100,0,-2,-1.1,-5,1,11,4,-0.3,0
O=C(CCNS(=O)(=O)c1ccc2c(c1)CCC(=O)N2)Nc1ccc2c(c1)OCCO2,x,2,-6,-0.4,-5,-6,-4,-10,0.7,4
CCCCN(C(=O)c1ccc(S(=O)(=O)N(C)C)cc1)c1nc2ccccc2s1,89,-3,1,-3.3,2,-4,-5,-7,0.0,0
COc1ccc(C(=O)N2CCOC23CCN(c2ncccn2)CC3)cc1,108,-1,2,0.6,-1,1,15,0,0.5,0
Cc1ccc(S(=O)(=O)NCCNC(C)c2ccc(Br)cc2)cc1 (configuration not stated),-20*,-7,-3,0.9,3,0,12,4,0.0,-4
Cc1noc(C)c1C(=O)N1CCN(c2cccc(Cl)c2)CC1,103,0,-3,-0.6,1,-4,4,3,0.0,-5
Cc1cccc(NC(=O)C(=O)C2C(=O)Nc3ccccc32)c1 (configuration not stated),102,2,-4,-0.3,5,-1,27,5,1.7,-4
CN(Cc1ccccc1)C(=O)c1cc(S(=O)(=O)N2CCOCC2)cn1C,109,1,0,-0.5,0,x,7,-1,0.9,x
Cc1ccc(NC(=O)/C(Cl)=C\c2ccccc2)cc1,87,-14,0,-0.9,-4,14,-8,-4,-1.1,3
COc1ccc(-c2cc(C3CCN(CC(O)C(F)(F)F)CC3)[nH]n2)cc1 (configuration not stated),104,0,-1,-1.4,1,-1,25,-6,0.7,-6
CCOc1ccc(N(CC(=O)NCc2ccc(F)cc2)C(=O)c2ccco2)cc1,105,-2,-3,-0.4,-1,1,-6,-3,0.3,-3
CCNc1nc(NCC)n2c(SCC(=O)Nc3ccccc3OC(F)F)nnc2n1,90,1,1,-0.3,-1,1,-4,3,-1.6,2
O=C(Cn1ncc(Cl)c(Cl)c1=O)N1CCN(S(=O)(=O)c2ccc3ccccc3c2)CC1,96,1,2,0.2,0,2,4,-9,0.0,6
COc1ccccc1CNC(=O)COC(=O)c1cccc(-n2cnnn2)c1,x,-5,-5,-2.9,1,-2,-11,-10,2.5,-3
COc1ccccc1N(CC(=O)NCc1ccco1)S(C)(=O)=O,75,2,-5,-2.6,-1,-1,-2,5,0.3,-3
O=C(c1ccco1)N1CCN(C(=O)c2ccc(CS(=O)c3cccc(Cl)c3)o2)CC1 (configuration not stated),x,-1,-2,-1.6,4,3,-9,-1,1.0,-1
O=C(Nc1ccc(C(=O)N2CCN(c3ccccn3)CC2)cc1)c1ccc(Br)o1,98,1,-1,-1.3,-1,x,-8,-8,-0.5,0
O=C(NCc1ccc2c(c1)OCO2)c1c(O)nc2sccn2c1=O,106,0,5,-0.8,0,-11,5,13,-0.6,-1

Entries from the list above with bromine, in the order listed:
structure,DSG3 Ab inh,DAGLB inh,Keap1 Nrf2 FP,CAL PDZ FP-2,V-ATPase pH,NSD2 inh,Arrestin-AP2 inh,Cardiac RTF inh,C-LANA FP,CAL PDZ FP-1
CCc1cc(C)cc(OCCNC(=O)c2cncc(Br)c2)c1,106,-4,-1,x,-3,-2,0,3,-1.4,-6
O=C(Nc1ccc(Br)cc1)C1CC(O)CN1C(=O)Oc1ccccc1 (configuration not stated),106,-4,1,-0.8,-8,-6,-5,-2,-0.2,-1
Brc1ccc2[nH]c3c(NCc4ccccn4)ncnc3c2c1,98,x,x,x,1,2,-7,x,x,x
Cc1ccc(S(=O)(=O)NCCNC(C)c2ccc(Br)cc2)cc1 (configuration not stated),-20*,-7,-3,0.9,3,0,12,4,0.0,-4
O=C(Nc1ccc(C(=O)N2CCN(c3ccccn3)CC2)cc1)c1ccc(Br)o1,98,1,-1,-1.3,-1,x,-8,-8,-0.5,0

New compounds follow.
structure,DSG3 Ab inh,DAGLB inh,Keap1 Nrf2 FP,CAL PDZ FP-2,V-ATPase pH,NSD2 inh,Arrestin-AP2 inh,Cardiac RTF inh,C-LANA FP,CAL PDZ FP-1
CC(=O)NC(c1ccccc1)c1nc2ccccc2[nH]1 (configuration not stated),101,0,5,-1.7,-3,0,38,5,7.6,-3
OC(CN1CCN(c2ccccn2)CC1)Cn1c2ccccc2c2ccccc21 (configuration not stated),105,2,0,-1.4,0,1,25,2,-0.4,-3
c1ccc(-c2cnc(CSc3ncnc4sccc34)o2)cc1,122,-12,-8,-2.7,0,-2,10,8,-0.5,0
CO/N=C/NC(=O)c1c(OC)ccnc1Oc1cccc(C(F)(F)F)c1,102,1,-1,-5.1,1,x,4,-4,0.2,-5

From PubChem
